Screening results (PubChem)
S100A4 inh HTS – blocks human S100A4 binding to myosin IIA peptide; S100A4/TAMRA-MyoIIA peptide fluorescence polarization; 0.14% of 360,000 active; AID 652163; inhibition, % at 10.7 µM;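 active means mean inhibition of at least 70% across replicates, with every replicate also reaching that level; inconclusive means mean inhibition reaches 70% but some replicates fall short; inactive means mean inhibition below 70%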
Target sequence (P26447 whole entry, looked up): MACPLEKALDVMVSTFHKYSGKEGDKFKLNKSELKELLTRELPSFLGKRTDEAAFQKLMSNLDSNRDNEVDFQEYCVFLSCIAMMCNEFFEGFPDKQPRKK
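Material: human S100A4 monomer with TAMRA-labelled myosin IIA peptide; buffer or medium: HEPES pH 7.2 with CaCl2, KCl, NaCl, DTT, Triton; compound dosing: one concentration per compound; schedule: 5 min incubation before reading; benchmarks: neutral control DMSO, positive control TFP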
Statin myotox sup – protects C2C12 myotubes from simvastatin toxicity; ATP luminescence, 48 h; scaled: DMSO 0, geranylgeraniol control 100; rescue of ATP level, % at 7.49 µM; 0.78% of 330,000 active; AID 602340;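 active means mean ATP rescue above about 67%, or every replicate alone reaching that limit, limit read from the data, passing the limit was not always enough; inconclusive means no clear call, values can overlap the other calls; inactive means mean under the limit and some replicate under it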;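 further: myotubes were challenged with 10 µM simvastatin during compound exposure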
FN deposition inh – fibronectin deposition inhibition. AID 743247. AH1F fibroblasts, Alexa488-fibronectin deposition fluorescence, overnight. inhibition, % at 12.6 µM. 0.086% of 350,000 active;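 active means mean inhibition across replicates of 30% or more, regardless of how many single replicates reach that level; inconclusive means mean under 30% yet at least half of replicates reach 30%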;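 further: positive control wells lacked labelled fibronectin entirely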
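Assay system: AH1F fibroblast monolayer, labelled fibronectin deposition. Amount: 10000 cells per well. Also added: labelled fibronectin 24 nM. Compound: single-point pinned compound. Incubation: cell attachment 1 h, compound and FN exposure overnight. Detection: fluorescence after three HBSS washes, excitation 485 nm, emission 525 nm. Read-out: inhibition of fibronectin deposition signal.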
LGR2 antag – blocks bursicon-induced cAMP signaling via Drosophila LGR2 | HEK293 LGR2, CRE-luciferase, bursicon-stimulated, 4 h | inhibition, % at 9.99 µM | 0.35% of 380,000 active | AID 720647;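 active means drop in luminescence signal, shown as inhibition above about 50% in the replicate tests, limit read from the data, passing the limit was not always enough; inconclusive means probably only some replicates passing the limit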;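 further: agonist challenge used bursicon conditioned medium at about half maximal strength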
SIRT5 inh – inhibitors of human sirtuin-5 desuccinylase. 1.1% of 330,000 active. AID 652115. inhibition, % at 15 µM. Purified SirT5, succinyl-peptide AMC, trypsin-coupled fluorescence; in the data active means inhibition above about 15%; inconclusive means no clear call, values can overlap the other calls
Target sequence (Q9NXA8 whole entry, looked up): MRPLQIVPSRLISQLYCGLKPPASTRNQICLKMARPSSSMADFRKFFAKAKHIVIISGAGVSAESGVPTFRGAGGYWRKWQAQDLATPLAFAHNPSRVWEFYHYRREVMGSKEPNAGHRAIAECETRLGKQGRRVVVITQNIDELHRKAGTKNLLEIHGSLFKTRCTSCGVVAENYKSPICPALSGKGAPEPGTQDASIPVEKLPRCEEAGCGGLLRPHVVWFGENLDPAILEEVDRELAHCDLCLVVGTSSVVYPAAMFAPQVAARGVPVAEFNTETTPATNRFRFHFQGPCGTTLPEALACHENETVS
esBAF inh – SWI/SNF esBAF complex inhibition. mouse ES cells, Bmi1-luciferase knock-in reporter, 24 h; 100% = twice the neutral-well signal. reporter increase, % at 12.5 µM. 2% of 350,000 active; in the data active means activation above about 40%; inconclusive means no clear call, values can overlap the other calls;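 further: 0% = median of the plate's neutral control wells and 100% = double that signal; a rise in the Bmi1 reporter signal indicates esBAF inhibition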
Casp6 inh – inhibitors of human caspase-6 | P55212 | purified caspase-6, Z-VEID-R110 cleavage fluorescence | inhibition, % at 12.5 µM | 0.53% of 350,000 active | AID 686996;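 active means mean inhibition across replicates at least about 35%, with every replicate also reaching that limit, limit read from the data; inconclusive means only one of the two criteria met; inactive means neither criterion met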;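 further: 0% = median of neutral control wells and 100% = no fluorescence left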
Target sequence (P55212 24-179 limits assumed): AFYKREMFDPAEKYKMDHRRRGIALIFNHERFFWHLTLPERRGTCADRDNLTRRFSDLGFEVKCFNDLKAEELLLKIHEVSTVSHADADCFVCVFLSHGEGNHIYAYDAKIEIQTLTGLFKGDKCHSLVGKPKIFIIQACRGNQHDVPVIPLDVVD
Target sequence (P55212 194-293 limits assumed): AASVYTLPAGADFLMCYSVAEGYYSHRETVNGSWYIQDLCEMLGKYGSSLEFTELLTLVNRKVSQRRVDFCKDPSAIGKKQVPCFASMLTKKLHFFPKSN
Active calls of the source: *; ? = inconclusive; . = no result given. The list is partial, so the mix of outcomes need not match the whole.

SMILES	S100A4 inh HTS	Statin myotox sup	FN deposition inh	LGR2 antag	SIRT5 inh	esBAF inh	Casp6 inh
Cc1c(NC(=S)NC(=O)Cc2ccccc2)cccc1C(=O)O	0	-14	-8	-58	-6	25	2
O=C(COc1ccc(Cl)cc1[N+](=O)[O-])N1CCCCCC1	-3	4	-30	-6	2	-1	3
CCSc1nnc(NC(=O)c2ccc3c(c2)OCO3)s1	.	5	11	-4	.	14	.
COc1ccc(CNC(=O)Cn2ccc(NC(=O)OCc3ccccc3)nc2=O)cc1	5	-5	-9	1	.	3	.
Cn1nc(C(=O)Nc2cccc(S(=O)(=O)N3CCCCC3)c2)c2ccccc2c1=O	-10	37	6	-8	-2	4	4
COC(=O)C[C@H]1CC[C@@H]2[C@@H](COc3ccc(NC(=O)NCc4ccccc4)cc3C(=O)N2C)O1	.	5	7	2	.	4	.
O=C(CC1CC2CCC1C2)NC1CCCCCCC1 (stereo not drawn)	0	-5	-7	-42	2	60*	1
COc1cccc(/C(O)=C2/C(=O)C(=O)N(CCCN3CCOCC3)C2c2ccncc2)c1 (stereo not drawn)	.	-2	4	.	.	-6	.
N#CCC(=O)Nc1ccc(C(=O)Nc2cccnc2)cc1	7	5	-9	8	3	1	2
CC(C)N(Cc1ccccc1)C(=O)CN1C(=O)NC2(CCCC2)C1=O	-3	6	5	-15	3	-1	1

Reprinted at random: 7 compounds from above
SMILES	S100A4 inh HTS	Statin myotox sup	FN deposition inh	LGR2 antag	SIRT5 inh	esBAF inh	Casp6 inh
Cc1c(NC(=S)NC(=O)Cc2ccccc2)cccc1C(=O)O	0	-14	-8	-58	-6	25	2
O=C(CC1CC2CCC1C2)NC1CCCCCCC1 (stereo not drawn)	0	-5	-7	-42	2	60*	1
CC(C)N(Cc1ccccc1)C(=O)CN1C(=O)NC2(CCCC2)C1=O	-3	6	5	-15	3	-1	1
COc1ccc(CNC(=O)Cn2ccc(NC(=O)OCc3ccccc3)nc2=O)cc1	5	-5	-9	1	.	3	.
COC(=O)C[C@H]1CC[C@@H]2[C@@H](COc3ccc(NC(=O)NCc4ccccc4)cc3C(=O)N2C)O1	.	5	7	2	.	4	.
O=C(COc1ccc(Cl)cc1[N+](=O)[O-])N1CCCCCC1	-3	4	-30	-6	2	-1	3
CCSc1nnc(NC(=O)c2ccc3c(c2)OCO3)s1	.	5	11	-4	.	14	.

Printed as active in esBAF inh, of those listed so far:
| structure | S100A4 inh HTS | LGR2 antag | SIRT5 inh | esBAF inh | Casp6 inh |
| --- | --- | --- | --- | --- | --- |
| O=C(CC1CC2CCC1C2)NC1CCCCCCC1 (stereo not drawn) | 0 | -42 | 2 | 60* | 1 |

Following part:
SMILES	S100A4 inh HTS	Statin myotox sup	FN deposition inh	LGR2 antag	SIRT5 inh	esBAF inh	Casp6 inh
CCCNC(=O)C1(C)CCCN(C(=O)c2ccc3snnc3c2)C1 (stereo not drawn)	1	3	2	16	0	-6	5
COC(=O)C[C@H]1CC[C@@H]2[C@H](COc3ccc(NC(=O)Nc4ccc(C)cc4)cc3C(=O)N2C)O1	-4	5	-7	-10	2	17	0
Cc1cccc(NC(=O)CSc2cccc3cccnc23)c1	-1	9	-6	-22	-4	-1	2
COc1ncnc2c1NC(=O)CS2	.	9	.	10	.	3	.
COc1ccc2c3c([nH]c2c1)[C@H](CO)N(Cc1cccc(F)c1)CC31CN(C(C)=O)C1	6	.	.	1	0	.	4
O=C(NN=C1C2CC3CC(C2)CC1C3)c1ccccc1O	4	7	-1	0	-1	7	3
C[C@H]1CN([C@@H](C)CO)C(=O)c2cccc(NS(=O)(=O)c3ccc(Cl)cc3)c2O[C@H]1CN(C)CC1CCCCC1	13	30	-9	-2	-2	-7	1
O=C(NCc1ccco1)c1cc([N+](=O)[O-])ccc1N1CCCCC1	0	13	11	7	3	13	-2
CCNC(=O)COC(=O)c1cccc(Br)c1	2	.	-14	10	2	.	1
Cc1noc(C)c1COC(=O)C(c1ccccc1)c1ccccc1	-9	.	-2	8	16*	.	-2
CSc1ccccc1OCc1cc(C(=O)N2CCc3[nH]cnc3C2c2ccccn2)no1 (stereo not drawn)	-11	8	-1	10	-2	1	6
Cc1ccc(S(=O)(=O)NCCC(=O)Nc2cccc(S(N)(=O)=O)c2)cc1C	0	-3	4	2	0	5	0
Cn1c(=S)[nH]c2[nH]c(=O)cnc2c1=O	18	.	6	24	2	.	-2
CN(C)CCCNC(=O)C[C@H]1C[C@H](C(=O)N2CCOCC2)[C@@]2(CCC3CCCC3)c3[nH]c4cc(CCC(=O)N(C)C)ccc4c3CCN2C1=O	4	5	5	10	-5	4	-15
CC(NC(=O)C1CCC(=O)N1Cc1ccccc1Cl)c1ccccc1 (stereo not drawn)	-5	15	-6	16	-1	0	0
Cc1occc1C(=O)N/N=C/c1cccnc1	5	-10	.	-10	-10	37	2
C[C@H](CO)N1C[C@H](C)[C@@H](CN(C)S(=O)(=O)c2cccs2)Oc2c(NC(=O)Cc3ccccc3)cccc2C1=O	4	-5	-7	-10	-2	-2	-3
C[C@@H]1CN([C@@H](C)CO)C(=O)Cc2cc(NC(=O)CCCN(C)C)ccc2O[C@H]1CN(C)S(=O)(=O)c1cccs1	.	15	.	8	.	2	.
CCOC(=O)CSc1cc(CS(=O)c2ccc(Cl)cc2)nc(-c2ccccc2)n1 (stereo not drawn)	.	4	.	3	.	-12	.
CS(=O)(=O)Cc1ccc(C(=O)N2CCCC2c2cccs2)cc1 (stereo not drawn)	-8	4	1	-1	-5	-2	-2
CNC[C@H]1Oc2ccc(NC(=O)Nc3c(C)noc3C)cc2C(=O)N([C@@H](C)CO)C[C@@H]1C	.	-24	-2	-9	.	-6	.
COc1ccc(CC(=O)Nc2ccc(S(=O)(=O)Nc3cc(C)nc(C)n3)cc2)cc1OC	-15	-35	-4	-16	-2	7	-3
S=C1NCN(C2CCCCC2)CN1Cc1ccccc1	-3	.	-4	11	-5	.	0
CSc1ccccc1NC(=O)CSc1nnc(Cc2ccccc2)o1	3	.	10	-4	-1	.	0
COC(=O)C1CCN(C(=O)COC(=O)CSc2ccc(C(N)=O)cc2[N+](=O)[O-])CC1	-4	3	2	4	3	-1	-2
C[C@@H]1CN([C@H](C)CO)C(=O)c2cc(C3=CCCCC3)cnc2O[C@@H]1CN(C)C(=O)Nc1ccccc1	-49	17	-6	7	-3	2	3
C/C(=N\Nc1nc(N2CCCCC2)nc(N2CCOCC2)n1)c1cccs1	0	.	10	-65	1	.	1
CCN(CC)C(=O)CSc1nc2cc3c(cc2c(=O)n1Cc1ccco1)OCO3	-4	5	3	0	-2	-1	4
N#CC1(Nc2ccc(C(=O)O)cc2)CCCC1	-3	.	-7	15	0	.	4
CCC(=O)Nc1ccc2c(c1)C(=O)N(C)[C@@H]1CC[C@@H](CC(=O)N[C@H](C)c3ccccc3)O[C@H]1CO2	6	10	-25	-3	-3	-6	3
Cc1cc(/C=C2\SC(=O)NC2=O)c(C)n1-c1ccc(N(C)C)cc1	1	7	4	-21	-2	14	-1
COc1ccc(OC)c(N/C(=N/C(=S)Nc2ccccc2)Nc2nc(C)cc(C)n2)c1	2	.	11	.	1	.	0
O=C(c1ccccc1Cl)N1CCN(C(=O)C2CCCO2)CC1 (stereo not drawn)	10	0	6	-1	-3	-5	-1
CC(=O)NC(C)C(c1cccs1)N1CCN(c2ccccc2)CC1 (stereo not drawn)	.	27	-3	1	.	-7	.
Cc1csc2nc(O)c(C(=O)NC3CCCCCC3)c(=O)n12	20	1	-4	6	8	-4	0
O=C(C[C@H]1CC[C@H]2[C@@H](COC[C@H](O)CN2Cc2ccccc2)O1)N1CCOCC1	-8	10	-4	-7	-2	0	-1
C[C@@H]1ON(C)[C@H]2C[C@H]3c4cc(N5CCN(C)CC5)ccc4CCN3C[C@@H]12	3	.	3	-10	2	.	-48
CCCNC(=O)Nc1ccc2c(c1)C(=O)N(C)[C@H]1CC[C@H](CC(=O)Nc3cccc(F)c3)O[C@@H]1CO2	-78	-3	-11	-13	1	0	-2
O=C(COc1ccc(Cl)cc1[N+](=O)[O-])N1CCCCC1	-2	14	-2	-15	2	-5	10
C[C@@H]1CN([C@H](C)CO)S(=O)(=O)c2ccc(-c3ccncc3)cc2O[C@@H]1CN(C)Cc1ccncc1	.	-29	-2	-9	.	0	.
C[C@H](CO)N1C[C@H](C)[C@H](CN(C)C(=O)NC2CCCCC2)Oc2c(NC(=O)Nc3cccc4ccccc34)cccc2C1=O	6	3	.	4	5	6	-3
CCCC(C)NC(=O)CSc1nc2ccc(C)cc2[nH]1 (stereo not drawn)	9	.	9	27	1	.	0
CCCC(=O)Oc1ccc2c(C)cc(=O)oc2c1	-2	.	0	-6	.	.	7
O=C(c1ccccc1F)N1CC(=O)N2[C@H](CO)[C@@H](c3ccc(C#Cc4ccccc4)cc3)[C@@H]2C1	2	.	5	13	2	.	1
Cc1csc(NC(=O)c2ccccc2C(=O)O)n1	.	10	5	.	.	-1	.
N#C[C@H]1[C@H](c2ccc(-c3cccnc3)cc2)[C@H](CO)N1C(=O)C1CC1	-18	3	-9	0	-5	-1	-1
CC/C(=N/NC(=O)c1ccccc1O)c1c(C)[nH]n(-c2ccccc2)c1=O	6	.	9	-23	5	.	-7
CCCN1CCC(C)(C(=O)Nc2cccc(OC(C)C)c2)C1 (stereo not drawn)	9	-88	4	3	3	-12	-8
O=C(CC1Sc2ncnn2C1=O)Nc1ccc(Cl)cc1 (stereo not drawn)	0	.	2	26	4	.	-1
Cn1c(=O)c2[nH]c(CNc3ccc(C(=O)O)cc3)nc2n(C)c1=O	0	5	12	16	-1	-10	-1
(further entries)
SMILES	S100A4 inh HTS	Statin myotox sup	FN deposition inh	LGR2 antag	SIRT5 inh	esBAF inh	Casp6 inh
COc1ccc(-n2nnc3c(=O)n(CC(=O)Nc4ccc5c(c4)OCCO5)cnc32)cc1OC	-11	-1	1	0	-4	2	-1
C[C@H](CO)N1C[C@H](C)[C@H](CN(C)S(=O)(=O)c2cn(C)cn2)OCCCC[C@H](C)Oc2ccc(N(C)C)cc2C1=O	11	11	-1	-3	2	-2	4
O=C(C[C@@H]1CC[C@H]2[C@@H](COC[C@H](O)CN2Cc2ccncc2)O1)NCc1ccccc1Cl	9	-12	-5	5	-2	3	0
Cc1onc(-c2ccccc2)c1C(=O)NC1CCCCC1C (stereo not drawn)	-1	9	7	-19	0	-26	-2
CN(C)c1nc(C(=O)O)nc(N2CCOCC2)n1	-8	-2	0	-19	1	5	-7
CN1CCN(C(=O)CCN2C(=O)/C(=C/c3ccccc3Cl)SC2=S)CC1	-2	2	1	39	.	11	-19
O=C(c1ccoc1)N1CCN(c2cc(-c3cccc(F)c3)nc3cc(-c4cccc(Cl)c4)nn23)CC1	2	9	.	3	-6	7	-2
Cc1ccccc1S(=O)(=O)N(C)C[C@H]1OCc2ccccc2-c2c(n(C)c3ccccc23)C(=O)N([C@H](C)CO)C[C@H]1C	4	?	17	7	16*	7	2
O=C(Cc1ccccc1)NCC1OCCc2ccccc21 (stereo not drawn)	-1	6	-6	5	-4	-19	-1
CC(C)C#Cc1cnc2c(c1)C(=O)N([C@@H](C)CO)C[C@H](C)[C@H](CN(C)C(=O)Cc1ccccn1)O2	6	33	-12	5	0	0	2
CCCCNC(=O)c1nc(C2CCNCC2)oc1-c1cccc(C(F)(F)F)c1	23	.	10	4	5	.	92*
c1cnc(N2CCSCC2)nc1	.	4	.	0	.	-10	.
O=C(CN1C(=O)NC2(CCCc3ccccc32)C1=O)c1ccc(Br)cc1 (stereo not drawn)	-3	-4	-1	7	-3	-2	1
O=c1c2ccccc2nnn1CSc1nnc(C2COc3ccccc3O2)n1-c1ccccc1 (stereo not drawn)	.	19	5	.	.	-2	.
COc1ccc(C2=NOC(Cn3nc(-c4ccccc4)cc3C(=O)O)C2)cc1 (stereo not drawn)	-4	12	0	12	.	-5	0
